OX1R antag-1: human HCRTR1 antagonism; CHO/OX1R cells, Fluo-8 calcium fluorescence, orexin A; inhibition, % at 5 µM; 330,000 compounds, 0.43% hits; AID 434989;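 active = inhibition above its plate's threshold, mean inhibition of all tested compounds on the plate plus 3 SD, cut at about 37% in these data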;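 also: 0% = orexin A challenge wells and 100% = SB-334867-A antagonist wells; not every result past the cut was called active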
Target sequence (O43613 whole entry, looked up): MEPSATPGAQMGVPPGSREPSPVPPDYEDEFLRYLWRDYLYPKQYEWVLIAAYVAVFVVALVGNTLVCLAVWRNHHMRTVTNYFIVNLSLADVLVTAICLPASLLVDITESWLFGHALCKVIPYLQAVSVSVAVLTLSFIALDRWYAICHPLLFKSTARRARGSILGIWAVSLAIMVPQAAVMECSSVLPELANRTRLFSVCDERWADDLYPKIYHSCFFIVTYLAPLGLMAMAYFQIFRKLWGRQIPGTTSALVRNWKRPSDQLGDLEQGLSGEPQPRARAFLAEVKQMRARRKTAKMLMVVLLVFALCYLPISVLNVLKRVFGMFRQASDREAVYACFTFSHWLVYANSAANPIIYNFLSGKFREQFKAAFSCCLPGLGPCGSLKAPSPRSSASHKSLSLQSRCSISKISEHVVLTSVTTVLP
CHT allo act: allosterically activates the human high affinity choline transporter | Q9GZV3 | CHT-expressing cells, membrane potential dye, choline EC20; stronger effect = higher value; LV-AA mutant CHT in HEK293 cells | B-score at 10 µM | 310,000 compounds, 0.49% hits | AID 488977;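 active = initial fluorescence not abnormally high and integrated response B-score, plate-corrected, over 3 SD above library mean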
Target sequence (Q9GZV3 whole entry, looked up): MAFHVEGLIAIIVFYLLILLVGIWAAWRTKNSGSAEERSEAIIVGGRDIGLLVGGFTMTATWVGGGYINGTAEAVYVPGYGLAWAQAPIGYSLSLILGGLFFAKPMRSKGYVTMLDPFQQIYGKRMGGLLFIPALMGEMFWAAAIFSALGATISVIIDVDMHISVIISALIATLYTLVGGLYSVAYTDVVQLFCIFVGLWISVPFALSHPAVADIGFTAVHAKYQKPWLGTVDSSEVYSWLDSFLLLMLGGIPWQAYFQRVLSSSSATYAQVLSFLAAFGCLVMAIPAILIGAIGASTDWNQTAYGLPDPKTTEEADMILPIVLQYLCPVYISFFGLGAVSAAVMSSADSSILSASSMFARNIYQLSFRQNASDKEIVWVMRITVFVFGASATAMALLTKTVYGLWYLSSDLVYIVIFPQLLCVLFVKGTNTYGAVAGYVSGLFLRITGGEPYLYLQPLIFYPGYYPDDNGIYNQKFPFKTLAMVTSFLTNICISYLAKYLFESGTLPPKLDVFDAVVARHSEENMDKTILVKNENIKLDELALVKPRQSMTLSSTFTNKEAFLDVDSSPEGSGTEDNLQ
OX1R antag-2: antagonists of human orexin 1 receptor (OX1R). O43613. OX1R-expressing cells, FRET antagonist read-out. inhibition, % at 6.6 µM. 330,000 compounds, 1.8% hits. AID 485270; in the data active = inhibition mostly above about 38%, no sharp cut-off; inactive = mostly below about 40%;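 also: 0% = agonist challenge alone and 100% = reference antagonist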
* = called active by the depositor; i = inactive; · = not tested or not shown.

SMILES | OX1R antag-1 | CHT allo act | OX1R antag-2
O=C(O)c1cccc(NC(=S)NC(=O)c2cncc(Br)c2)c1 | -3.2 | i | 8.1
O=C(Nc1ccc(S(=O)(=O)N2CCCC2)cc1)C1CCN(S(=O)(=O)c2ccc(F)cc2)CC1 | 8.5 | i | -3.5
CNC(=O)COc1coc(CN2CCN(c3ccc(OC)cc3)CC2)cc1=O | 1.2 | i | 9.0
CCCOc1ccc(/C=N/NC(=O)C2CCCN2S(=O)(=O)c2ccc(Cl)cc2)cc1 (centres undefined) | -35.7 | i | 14.2
CCOCC(=O)Nc1ccc(C(=O)Nc2ccccc2Cl)cc1 | -4.0 | i | 20.6
O=C(C1Cc2ccccc2CN1C(=O)c1ccco1)N1CCN(c2ccccc2)CC1 (centres undefined) | -3.8 | · | -3.8
O=C(COC(=O)c1cccc([N+](=O)[O-])c1)NC1CCCC1 | 12.3 | i | 14.4
CCOC(=O)c1sc(NC(=O)CC)nc1C | 5.9 | i | 4.8
O=C(NCCN1CCOCC1)C1(C(F)(F)F)C/C(=C\Cc2ccccc2)CCCO1 (centres undefined) | -17.4 | i | 31.0
COc1ccc(C)cc1NC(=O)Nc1ccncc1 | -14.0 | i | 7.7
Cc1ccc(CCNC(=O)CCCn2nc(C)c3c(C)n(-c4ccc(C)cc4)nc3c2=O)cc1 | -34.2 | i | 6.9
O=C1c2cccc([N+](=O)[O-])c2C(=O)N1c1cccnc1 | -8.3 | i | 6.1
O=C(NCC1(O)CCCCC1)C1CCC(=O)N(Cc2cccc(C(F)(F)F)c2)C1 (centres undefined) | 5.3 | i | 4.1
COc1ccc(S(=O)(=O)N2CCN(C(=O)NC3CCCCC3)CC2)cc1 | -12.7 | i | 10.6
CC1(C)N=C(N)N=C(N)N1c1ccc(C(=O)O)cc1 | -8.3 | i | 2.2
Cc1ccccc1NC(=O)Cc1nc(COC(=O)c2ccc(C(F)(F)F)cc2)cs1 | -23.8 | · | 5.4
CC(C)c1cn(C2OC(COC(=O)c3ccccc3)C(OC(=O)c3ccccc3)C2OC(=O)c2ccccc2)c(=O)[nH]c1=O (centres undefined) | -16.1 | i | 27.5
O=S(=O)(c1ccc(F)cc1)N1CCCN(Cc2c(F)cccc2F)CC1 | -12.0 | i | -4.6
CCOC(=O)c1c(C)[nH]c(C)c1S(=O)(=O)N1c2ccccc2CC1C (centres undefined) | -5.3 | i | 24.7
COc1ccc(N2CCN(CC(O)COC(C)(C)C)CC2)cc1 (centres undefined) | 8.1 | i | 16.4
O=C(NCCN1C(=O)S/C(=C\c2cccc(Cl)c2Cl)C1=O)C1=COCCO1 | -13.1 | i | 21.8
O=C(NCCCN=C1NS(=O)(=O)c2ccccc21)c1ccc(F)cc1 | 9.4 | i | 17.7
CC(C)c1nnc(SCC(=O)NCCC2=CCCCC2)n1N | -23.3 | i | 2.2
FC(F)(F)c1nnc2ccc(-n3ccnc3)nn12 | -8.6 | i | 10.4
CC(C)CCN1CCN(Cc2nc3ccccc3s2)CC1CCO (centres undefined) | -28.6 | i | 9.8
O=C(NCc1ccccc1Cl)C1CCN(S(=O)(=O)N2CCCCCC2)CC1 | -22.9 | i | -2.8
O=C(CCS(=O)(=O)c1ccccc1)Nc1nc2ccc(F)cc2s1 | -16.0 | i | 6.5
CCCn1c(C)cc(C(=O)COc2ccc(C)nc2[N+](=O)[O-])c1C | -6.3 | i | 31.1
CCc1cccc(N(CC(=O)NCc2ccc(F)cc2)C(=O)c2csnn2)c1 | -30.1 | i | 14.2
CCC(=O)c1c[nH]c(C(=O)NCc2cccs2)c1 | -3.3 | i | 1.4
COc1ccc(C(C)=O)cc1CSc1nnc(Nc2ccccc2C)s1 | -31.1 | i | 32.1
CC1(C)Cc2c(cnn2-c2ccc(F)cc2)C(NC(=O)c2ccoc2)C1 (centres undefined) | -16.3 | i | 11.2
CC(NC(=O)c1ccc(N(C)C)cc1)C(c1cccs1)N1CCN(C)CC1 (centres undefined) | -12.5 | i | 15.7
CCCN(C(=O)CCNC(=O)Cn1cnc2ccccc2c1=O)c1cccc(C)c1 | -20.4 | i | 24.9
COc1cc(C(=O)Nc2ccc(OCC(=O)N3CCOCC3)cc2C)cc(OC)c1OC | -17.5 | i | 15.5
COc1cc(C#N)ccc1OCC(=O)c1ccc2c(c1)OCCO2 | -16.0 | i | 14.1
Cc1nn(CCCC(=O)Nc2sc3c(c2C#N)CCC3)c(C)c1[N+](=O)[O-] | -9.3 | i | 9.2
CN1CCC(=NNC(=O)c2ccc(N(Cc3ccc(Cl)cc3)S(C)(=O)=O)cc2)CC1 | -5.7 | i | 12.2
O=C(O)c1cc(=O)cc(C(=O)O)[nH]1 | 7.1 | i | 3.4
c1ccc(Cn2nnnc2C(c2cccs2)N2CCOCC2)cc1 (centres undefined) | -0.6 | i | 7.4
Cc1ccc(S(=O)(=O)N2CCCC(C(=O)N(Cc3cccs3)C3CC3)C2)cc1 (centres undefined) | -3.6 | i | 40.8
O=C(CC12CC3CC(CC(Br)(C3)C1)C2)Nc1nncs1 | -8.6 | i | 2.4
CCn1c(C)[n+](Cc2ccccc2)c2ccc(Cl)cc21 | 1.6 | i | -3.4
CCCCN(C(=O)CC(c1ccccc1)c1ccccc1)c1c(N)n(CCC)c(=O)[nH]c1=O | -27.9 | i | 8.2
O=C1/C(=C/C=C/c2ccco2)SC(=S)N1NS(=O)(=O)c1ccccc1 | -8.4 | i | 15.8
O=C1ON=C(c2ccccc2)/C1=C/c1ccc(O)cc1 | -14.7 | i | -2.3
COc1cc(C(C)=O)ccc1OC(C)C(=O)Nc1ccc(S(=O)(=O)N2CCCC2)cc1 (centres undefined) | -12.3 | · | 2.1
CCOc1cc(N2CCOCC2)c(OCC)cc1NC(=O)COC(=O)c1c(CC)noc1C | -23.9 | · | 9.3

Entries of single compounds from above.
CCCCN(C(=O)CC(c1ccccc1)c1ccccc1)c1c(N)n(CCC)c(=O)[nH]c1=O is entered as OX1R antag-1: -27.9; CHT allo act: i; OX1R antag-2: 8.2
O=C1/C(=C/C=C/c2ccco2)SC(=S)N1NS(=O)(=O)c1ccccc1 is entered as OX1R antag-1: -8.4; CHT allo act: i; OX1R antag-2: 15.8

The list continues:
SMILES | OX1R antag-1 | CHT allo act | OX1R antag-2
c1ccc(-c2nc3ccccn3c2-c2ccccc2)cc1 | -39.2 | i | 10.3
CCOC(=O)CC1C(=O)NCCN1S(=O)(=O)c1ccc(NC(C)=O)cc1 (centres undefined) | -0.7 | i | 0.2
C/C(=N\NC(=O)c1nn(C)c(C)c1Br)c1ccc(NC(=O)c2ccccc2F)cc1 | -10.1 | i | 8.8
CCN(CC)S(=O)(=O)c1ccc(N2CCOCC2)c(NC(=O)c2ccc(C#N)cc2)c1 | -21.6 | i | 12.9
COc1ccc(-c2cc(C(F)(F)F)c(C#N)c(=O)[nH]2)cc1 | -1.9 | i | 52.8
Cc1cccc(C(=O)OCC(=O)N(C)c2ccccc2)c1C | -22.2 | i | 28.4
COc1cccc(Nc2nc(-c3ccccc3O)nc3ccccc23)c1 | 4.6 | i | 15.3
Cc1ncc(CO)c2c1Oc1nc(-c3ccccc3F)nc(SCC(=O)N(C)c3ccccc3)c1C2 | 31.4 | i | 30.9
NC(=O)c1cccnc1Nc1cccc([N+](=O)[O-])c1 | -10.9 | i | 38.4
CC[C@]1(c2ccccc2)C(=O)N(C(=O)OC)N1C(=O)OC | -9.7 | i | 5.3
CCOc1ccccc1N1CCN(C(=O)c2ccccc2SCC(=O)N2CCCC2)CC1 | -34.5 | i | 6.5
Nn1c(Cc2cccc3ccccc23)nnc1SCn1nnc2ccccc2c1=O | -11.6 | i | 32.4
COc1cc(/C=C2\SC(=S)N(CCC(=O)Nc3ccccc3)C2=O)cc(OC)c1OC | -9.2 | i | 19.6
CCOC(=O)C1C(c2ccccc2)NC(=S)NC1(C)O (centres undefined) | -10.7 | i | 15.0
Cc1ccc(-n2nc3c(=O)n(C(C)C(=O)NCCCc4ccccc4)nc(C)c3c2C)cc1 (centres undefined) | -20.5 | i | 10.2
O=C(CSc1ncnc2c1cnn2CCc1ccccc1)Nc1cccc(C(F)(F)F)c1 | 60.6* | i | 37.8
CC(=O)NS(=O)(=O)c1ccc(NC(=O)/C=C/c2ccccc2Cl)cc1 | 11.0 | i | 20.2
CCOC(=O)c1cc2c(=O)n3ccccc3nc2n(CCOC)c1=NC(=O)c1c(-c2c(F)cccc2Cl)noc1C | -9.9 | i | 7.5
COC(=O)C(C(=O)OC)C(C(C)C)C(C(=O)OC)C(=O)OC | -4.4 | i | -6.7
CCOC(=O)C1=C(C)NC(C)=C(C(=O)OCC)C1c1ccc(Br)o1 | -22.2 | i | 12.9
CN(CC(=O)Nc1ccc(F)c(F)c1F)C(=O)CN1C(=O)NC2(CCCC2)C1=O | -4.3 | i | 25.5
CN(C)c1ccc(C(=O)OCC(=O)N2CCOCC2)cc1 | -14.8 | i | 4.8
CCOC(=O)c1c(NC(=O)CN2CCCc3ccccc32)sc(C(C)=O)c1C | -18.1 | i | 11.8
Cc1cccc(C)c1NC(=O)CSc1nnc([C@H](C)NC(=O)OC(C)(C)C)o1 | -14.5 | i | 7.6
COc1ccc(N(CC(=O)NCc2ccco2)S(=O)(=O)c2ccc(C)cc2)cc1OC | -3.8 | i | 11.0
CCN(c1ccccc1)S(=O)(=O)c1cc2c(cc1C)n(C)c(=O)c(=O)n2C | -13.9 | i | 12.2
CCCCC1(CO)C(=O)N(c2ccccc2)N(c2ccccc2)C1=O | -7.2 | i | 5.9
Cc1cc(C)cc(NC(=O)COC(=O)c2ccc3c(c2)OCCO3)c1 | -5.8 | · | 6.0
CCOC(=O)N1CCN(C(=O)CSc2nnc(Cc3ccccc3)o2)CC1 | -17.4 | i | 2.7
N=c1c2c3c(sc2ncn1Cc1ccco1)CCCCC3 | -21.3 | i | 11.8
Cc1cccc(Nc2nc(N)c([N+](=O)[O-])c(NCCO)n2)c1 | -21.4 | i | 15.0
O=C(OCC(=O)N1CCc2ccccc21)c1c2c(nc3ccccc13)CCCCC2 | -10.6 | i | 40.2
COc1ccc(Oc2ccc3c(C(F)(F)F)cc(C(F)(F)F)nc3n2)cc1 | -24.1 | i | 11.8
Cc1ccc(S(=O)(=O)NCC(C)n2cncn2)cc1 (centres undefined) | 3.0 | i | 11.8
COc1ccc(CCN2CC(C(=O)N(C)C3CCOCC3)CCC2=O)cc1 (centres undefined) | -7.2 | i | -2.3
C[C@@H]1CCCCCCCCC(=O)OCCN1C(=O)OC(C)(C)C | -2.6 | · | 2.6
COc1ccc(CC(=O)N(C)C2CCCCC2)cc1S(=O)(=O)N1CCOCC1 | -29.3 | i | 22.7
CCOC(=O)N1CCN(C(=O)CSc2ccc3nnc(-c4ccncc4)n3n2)CC1 | -3.4 | i | 18.7
CC(C)(C)NC(=O)c1ccc2c3c(cccc13)CC2 | -15.9 | i | 12.2
O=C(Nc1ccc(S(=O)(=O)NCC2CCCO2)cc1)c1ccccc1 (centres undefined) | -17.7 | i | 19.5
CC(=O)N1Cc2cc([N+](=O)[O-])ccc2Oc2ccccc21 | -9.4 | i | 23.2
CC(C)[C@H](NC(=O)c1ccccc1)C(=O)OCC(=O)Nc1ncc(Cl)cc1Cl | -14.4 | · | 5.1
Brc1cccc(-c2n[nH]c(-c3ccccc3)n2)c1 | 62.9* | i | 71.4*
Cc1ccc(SCC(=O)NC2CCS(=O)(=O)C2)cc1 (centres undefined) | -19.9 | i | -1.4
Cc1nn(Cc2ccccc2)c(C)c1C(=O)N1CCN(S(=O)(=O)/C=C/c2ccccc2)CC1 | -36.9 | · | 5.3
CN(C)CC#CCOC(c1ccccc1)c1ccccc1 | -13.6 | i | 25.2
CN(C(=S)Nc1ccc(Oc2ccccc2)cc1)C1CCCCC1 | -7.5 | i | 33.8
C=CCN(C(=O)Nc1ccc2oc(C)nc2c1)c1ccccc1 | -3.6 | i | 34.6
CC(C)Cn1c(CN2CCN(C)C(CCO)C2)nc2ccccc21 (centres undefined) | -17.4 | i | 3.2
Cc1ccc(S(=O)(=O)c2nc(-c3ccccc3Cl)oc2N2CCN(C)CC2)cc1 | -33.7 | · | 10.1
COc1ccc(N2CCN(Cc3cc(=O)oc4ccc(C)cc34)CC2)cc1 | -40.7 | i | 12.3
CCOc1ccc(N2CC(C(=O)Nc3ccccc3C(=O)N3CCOCC3)CC2=O)cc1 (centres undefined) | -15.1 | i | 7.8
O=C(NCC1CCCO1)C1CCN(C2CCN(C(=O)C3CCCCC3)CC2)CC1 (centres undefined) | -15.7 | i | 4.4
O=C(CSc1nc2ccccc2o1)NC1CCCC1 | 0.3 | i | 6.8
CCn1nc(C)c(Br)c1-c1nc(CS(=O)(=O)c2ccc(F)cc2)no1 | -35.1 | i | 16.7
COc1cc(C(O)CO)ccc1O (centres undefined) | -2.8 | i | 9.7
Cn1c(=O)c2c(nc(SCc3cccnc3)n2Cc2ccc(F)cc2)n(C)c1=O | -29.9 | i | 8.0
COc1ccc(NS(=O)(=O)c2cc(NC(=O)c3cc(F)c(F)cc3Cl)ccc2N2CCOCC2)cc1 | 16.4 | · | 0.2

Reprinted at random: 4 compounds from above.
SMILES | OX1R antag-1 | CHT allo act | OX1R antag-2
CCOc1ccccc1N1CCN(C(=O)c2ccccc2SCC(=O)N2CCCC2)CC1 | -34.5 | i | 6.5
CCc1cccc(N(CC(=O)NCc2ccc(F)cc2)C(=O)c2csnn2)c1 | -30.1 | i | 14.2
N=c1c2c3c(sc2ncn1Cc1ccco1)CCCCC3 | -21.3 | i | 11.8
COc1cccc(Nc2nc(-c3ccccc3O)nc3ccccc23)c1 | 4.6 | i | 15.3

Assay outcomes: PubChem BioAssay, several laboratories

Compounds as they come, and some 2.5% of all compounds hit somewhere here.
